14-3-3 PPI: modulators of human 14-3-3 gamma - Raf peptide interaction; P61981; FP, 14-3-3gamma / TMR-pS259-Raf peptide binding; inhibition, % at 40 µM; hit rate 0.19% among 160,000; in the data active means inhibition above about 30%;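 further: 0% = protein plus tracer without compound and 100% = blank with tracer alone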
Target sequence (P61981 whole entry, looked up): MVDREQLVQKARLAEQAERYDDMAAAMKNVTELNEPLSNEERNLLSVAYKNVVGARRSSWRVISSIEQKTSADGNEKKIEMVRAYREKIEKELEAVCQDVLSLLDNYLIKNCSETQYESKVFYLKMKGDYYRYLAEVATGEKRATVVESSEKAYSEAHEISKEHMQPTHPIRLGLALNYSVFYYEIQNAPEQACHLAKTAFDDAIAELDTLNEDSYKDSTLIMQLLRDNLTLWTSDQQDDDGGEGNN
* marks the source's active call; other numbers are inactive results; & = joins results of further samples. These rows are one share of the data, so the mix of outcomes need not match the whole.

SMILES | 14-3-3 PPI
COc1cccc(C2=NO[C@@H]3C(=O)N(c4ccc5c(c4)OCCO5)C(=O)[C@H]23)c1OC | -10
O=C(CN1C(=O)C2C3C=CC(CC3)C2C1=O)N1CCN(c2ccccc2)CC1 (stereo unspecified) | -3
Cc1cccc(-n2nc3c(c2NC(=O)c2cc4ccccc4oc2=O)CS(=O)C3)c1C (stereo unspecified) | -11
Cc1ccc(Cn2ncc3c(NCCCN4CCOCC4)ncnc32)cc1 | -1
O=C(NCc1cccnc1)c1cccc(S(=O)(=O)N2CCCCC2)c1 | -3
CCNC(=O)N1c2ccc(OC)cc2C(C)=CC1(C)C | 1
O=C(NCc1ccccc1)c1ccc(Cl)cc1 | -10
Cc1ccc(Nc2c(N)c(Cl)cc3c2C(=O)c2ccccc2C3=O)cc1 | -8
Nc1c(NCCN2CCOCC2)c2ccccc2oc1=O | -3
CCOC(=O)C1=C(C)NC2=C(C(=O)C(C(=O)OC)C(C)C2)C1c1ccc(N(CC)CC)cc1 (stereo unspecified) | -7
Cc1ccccc1OCc1nc2ccccc2c(=O)n1NC(=O)c1ccco1 | 7
COC(=O)C1=C(C)NC(C)=C(C(=O)OC)C1c1cn(-c2ccccc2)nc1-c1ccc(F)cc1 | -1
Cc1ccccc1-c1nc(CS(=O)(=O)CC(=O)NCCCN2C(C)CCCC2C)c(C)o1 (stereo unspecified) | -1
CN(C1CCCCC1)S(=O)(=O)c1ccc2[nH]cc(C(=O)N3CCOCC3)c(=O)c2c1 | -1
CC1CCN(c2ccc(C(=O)N3CCOCC3)cc2NS(=O)(=O)c2ccc(Br)cc2)CC1 | 0
O=C1SC(Nc2ccccc2Cl)C(=O)N1c1ccccc1 (stereo unspecified) | -4
COc1cc2c(cc1OC)C(C(=O)NCCCN1CCN(C)CC1)C(c1cccnc1)N(C)C2=O (stereo unspecified) | -2
CCN1CCCC1CNC(=O)CS(=O)(=O)Cc1nc(-c2ccccc2C)oc1C (stereo unspecified) | 6
Cn1c(=O)oc2cc(S(=O)(=O)NCc3ccco3)ccc21 | 1
CC(C)(C)C1CCc2c(sc(NC(=O)Cc3ccccc3)c2C(N)=O)C1 (stereo unspecified) | -2
COC(=O)C1=CN(C)C=C(C(=O)OC)C1c1cccc(Cl)c1 | 5
Cc1ccccc1-n1c(=O)/c(=C\c2ccco2)s/c1=C(/C#N)C(=O)Nc1ccccc1 | -123
CC(C)(C)c1ccc(C(=O)Nc2ccc3c(c2)Cc2ccccc2-3)cc1 | 0
CCc1cc2ccc(OC)cc2nc1SCC(=O)Nc1cc(C)on1 | -8
CC(C)(C)C(=O)/C=c1\[nH]c(=O)/c(=C\c2ccc(C#N)cc2)s1 | -7

6 entries already listed, sorted by formula weight, ascending.
SMILES | 14-3-3 PPI
Cn1c(=O)oc2cc(S(=O)(=O)NCc3ccco3)ccc21 | 1
O=C1SC(Nc2ccccc2Cl)C(=O)N1c1ccccc1 (stereo unspecified) | -4
Cc1ccc(Nc2c(N)c(Cl)cc3c2C(=O)c2ccccc2C3=O)cc1 | -8
Cc1ccc(Cn2ncc3c(NCCCN4CCOCC4)ncnc32)cc1 | -1
Cc1ccccc1-n1c(=O)/c(=C\c2ccco2)s/c1=C(/C#N)C(=O)Nc1ccccc1 | -123
Cc1ccccc1-c1nc(CS(=O)(=O)CC(=O)NCCCN2C(C)CCCC2C)c(C)o1 (stereo unspecified) | -1

(list continues)
SMILES | 14-3-3 PPI
O=C(CC(=O)Nc1ccc2c(c1)Cc1cc([N+](=O)[O-])ccc1-2)Nc1ccc2c(c1)Cc1cc([N+](=O)[O-])ccc1-2 | -4
Cc1cnc(NC(=O)c2ccc(Cn3cc(Br)cn3)o2)s1 | -1
CCOCCCNC(=O)c1cc(-c2ccccc2)nc2ccccc12 | -7
Cc1ccc2c3c(c(SCC(=O)Nc4nonc4C)nc2c1)CCCC3 | -5
Cc1nn(CCCC(=O)Nc2sc3c(c2C(N)=O)CCCC3)c(C)c1[N+](=O)[O-] | -4
CCc1ccc(NC(=O)CSc2nc3c(c(=O)n2-c2ccc(F)cc2)SCC3)cc1 | -10
Cc1c(C(=O)N2CCCC2)sc2nc(SCC#N)n(CCc3ccccc3)c(=O)c12 | -5
Cc1cccn2c(=O)c3cc(C(=O)Nc4ccccn4)sc3nc12 | -14
c1ccc(-c2noc(-c3ccc4ccccc4c3)n2)nc1 | -9
COc1ccc(OC)c(CNC(=O)CCCc2cn(C)c3ccccc23)c1 | 3
COC(=O)c1ccc(NC(=O)Cn2nnc3ccccc32)cc1 | -2
COc1cccc(C(=O)Oc2ccc3c(c2)C(C)=CC(C)(C)N3C(=O)c2cccc(OC)c2)c1 | -46
COc1ccc(-c2nc(NC(=O)c3ccc(Br)cc3)sc2C)cc1[N+](=O)[O-] | -7
COCCn1c(C)cc2c(c1=O)C(c1ccccc1F)C(C#N)=C(N)O2 (stereo unspecified) | -6
Cc1cccc(OCC(=O)Nc2nccs2)c1 | -9
CCOC(=O)N1CCN(C(=O)C2CCC(CNS(=O)(=O)c3ccc(Cl)cc3)CC2)CC1 (stereo unspecified) | -2
COC(=O)C1=CN(CC2CCCO2)C=C(C(=O)OC)C1c1ccccc1C(F)(F)F (stereo unspecified) | -1
O=C(NCc1ccco1)c1ccc2c(=O)[nH]c3c(C(=O)NCC4CCCO4)sc(=S)n3c2c1 (stereo unspecified) | -47
COc1cccc(OC)c1C(=O)Nc1ccc2c(c1)nc(C)n2-c1ccccc1 | -6
COc1ccc(C2CC(=O)C3=C(C2)NC(C)=C(C(=O)OCCc2ccccc2)C3c2cc3c(cc2[N+](=O)[O-])OCO3)cc1 (stereo unspecified) | -37
O=C(c1ccc2c(=O)n(Cc3ccco3)c(=S)[nH]c2c1)N1CCCC1 | -4
COC(=O)c1cn(C(=O)COc2ccccc2C)c2ccccc12 | -12
Cc1ccc2nc(-c3ccc(NC(=O)c4c(-c5ccccc5)noc4C)cc3)sc2c1 | -22
COc1ccccc1CNc1nc(Cc2ccccc2)nc2sc3c(c12)CCCC3 | -5
CCC(=O)N1CCc2cc(S(=O)(=O)CCC(=O)Nc3cc(Cl)ccc3OC)ccc21 | -8
Going on with the list.
SMILES | 14-3-3 PPI
Cn1c(CCNC(=O)c2ccccc2)nc2ccccc21 | 7
O=C(NCc1ccc(Cl)cc1)c1cc(N2CCOCC2)nc2ccccc12 | -10
Cc1ccccc1-n1c(C)nnc1SCc1nc2ccccc2s1 | -21
COc1ccc(N2CCN(CCNS(=O)(=O)c3cc(Br)cc4c3N(C(C)=O)C(C)C4)CC2)cc1 (stereo unspecified) | -1
CC(C)N(CC(O)CN1C(=O)NC(C)(C)C1=O)C(C)C (stereo unspecified) | -16
Cc1nc2sc(C(c3ccco3)N3CCN(c4ccc(F)cc4)CC3)c(O)n2n1 (stereo unspecified) | -8&-11
CCCOc1ccc(NC(=O)C2CC(=O)N(CC)C(=NCC)S2)cc1 (stereo unspecified) | -28
O=S(=O)(c1ccccc1)c1nc(-c2ccco2)oc1NCc1ccco1 | -11
CCCN1C(=O)c2cc(C(=O)O)ccc2C1O (stereo unspecified) | -5
CCN(CCCn1c(=S)[nH]c2ccccc2c1=O)c1ccccc1 | 3
CCOc1ccc(C(=O)Nc2ccc3oc(-c4ccccc4Br)nc3c2)cc1 | -8
O=C(NCC(=O)N1CCN(c2ccccc2)CC1)c1ccccc1F | -11
O=c1c2c(nc(SCc3cccc(C(F)(F)F)c3)n1-c1ccc(Cl)cc1)CCS2 | -7
Cc1cc(C)cc(OCC(=O)Nc2cccc(-c3nc4ncccc4o3)c2)c1 | -2&-10
CCn1cc(C(=O)NCCCOC)c(=O)c2cc(S(=O)(=O)N(C)C)ccc21 | 3
CCc1ccc(NS(=O)(=O)c2ccc3[nH]cc(C(=O)N4CCCC4)c(=O)c3c2)cc1 | -44
O=C1CCCc2c1cc(C(=O)NCCCO)c(=O)n2-c1ccc(Cl)cc1 | 9
CC1=C(C(=O)Nc2ccc(C)cc2C)C(c2ccc(Cl)cc2)n2c(nc3ccccc32)N1 (stereo unspecified) | 3
Brc1ccc(C2Nc3ccc(Br)cc3C(c3ccccc3)O2)cc1 (stereo unspecified) | 1
CCOC(=O)Cc1csc(NC(=O)c2cccs2)n1 | -12&-14
CC1CCN(CCCNC(=O)c2ccc3c(c2)NC(=O)C(N2CCOCC2)S3)CC1 (stereo unspecified) | 4
CCOc1ccccc1C(=O)Nc1c2c(nn1C(C)(C)C)CS(=O)(=O)C2 | -10
CC1Cc2nc(SCC(N)=O)n(C)c(=O)c2S1 (stereo unspecified) | -1&-18
CC1CCN(c2[nH]c(=S)c(C#N)c3c2CCCC3)CC1 | 2
O=C(Nc1ccc(S(=O)(=O)NC2CCCCC2)cc1)c1ccc([N+](=O)[O-])cc1 | -5
Next section:
SMILES | 14-3-3 PPI
CCC(=O)N1CCc2cc(S(=O)(=O)N(C)Cc3ccccc3)ccc21 | 4
Cc1ccc(NC(=O)C(NS(=O)(=O)c2cccs2)C(C)C)cc1 (stereo unspecified) | -7
COc1ccc(N=c2oc3ccccc3cc2C(=O)Nc2ccc(C)cc2)cc1 | -7
Cc1ccc(C(=O)NCCn2cc(SCC(=O)Nc3cc(C)on3)c3ccccc32)cc1 | -2
Cc1c(OC(C)C(=O)c2ccccc2)ccc2c3c(c(=O)oc12)CCC3 (stereo unspecified) | -12
CCC(C)NC(=O)CCCN1C(=O)COc2ccc(C)cc21 (stereo unspecified) | 3
O=C(CN1C(=O)CSc2ccccc21)NCCc1ccc(Cl)cc1 | -1
CCCn1c(SCC(=O)N2CCCc3ccccc32)nnc1-c1ccco1 | -2
Cc1c(CNC(=O)c2cnn3c2NC(c2ccccc2)CC3C(F)(F)F)cnn1C (stereo unspecified) | -10
O=C(NC1CCCCC1)C1CCCN(S(=O)(=O)N2CCCC2)C1 (stereo unspecified) | -5
O=C(NCc1cccnc1)C1CCCN(S(=O)(=O)c2ccc(Cl)cc2)C1 (stereo unspecified) | -1
O=C(Nc1ccon1)c1ccc(Br)o1 | -11
O=C(CCn1nnc2ccccc21)N1CCN(c2ccccc2)CC1 | 3
CCCCOC(=O)C(C#N)c1nc2ccccc2nc1N1CCN(Cc2ccc3c(c2)OCO3)CC1 (stereo unspecified) | -12
COc1cc(C2Nc3ccccc3-c3nnc(SC)nc3O2)cc(Cl)c1O (stereo unspecified) | -6
Cc1onc(-c2ccccc2)c1C(=O)NC(C)C1CCCO1 (stereo unspecified) | 6
O=C(COC(=O)c1ccco1)NCC1CCCO1 (stereo unspecified) | -1
Cc1cc(C)cc(OCC(=O)Nc2cc(C)ccc2C)c1 | -4
c1csc(Cn2c(-c3cccs3)nc3ccccc32)c1 | 1
COc1ccc(OCC(=O)N2CCN(C(=O)COc3ccc(Br)cc3)CC2)cc1 | 0&10
O=C1C2=C(Nc3ccccc3SC2c2ccc([N+](=O)[O-])cc2)c2ccccc21 (stereo unspecified) | -53
O=C(Nc1nncs1)c1ccc(Cl)cc1 | -11
COc1cccc(-c2csc3nnc(SCC(=O)c4ccc(NC(C)=O)cc4)n23)c1 | -13
Cc1nc2c(C(=O)NCc3ccco3)cnn2c(C)c1Cc1ccc(F)cc1 | -10
CCOC(=O)C1=CN(C)C=C(C(=O)OCC)C1c1cc(OC)ccc1OC | 3

By substructure: those above with a tert-butyl group (four)
SMILES | 14-3-3 PPI
CC(C)(C)C1CCc2c(sc(NC(=O)Cc3ccccc3)c2C(N)=O)C1 (stereo unspecified) | -2
CC(C)(C)c1ccc(C(=O)Nc2ccc3c(c2)Cc2ccccc2-3)cc1 | 0
CC(C)(C)C(=O)/C=c1\[nH]c(=O)/c(=C\c2ccc(C#N)cc2)s1 | -7
CCOc1ccccc1C(=O)Nc1c2c(nn1C(C)(C)C)CS(=O)(=O)C2 | -10

(continued)
SMILES | 14-3-3 PPI
C=CCc1cc(OC)ccc1OCC(O)CN1CCN(c2ccc(OC)cc2)CC1 (stereo unspecified) | -11
Cn1c(=O)cc(SCC(=O)Nc2ccccn2)c2ccccc21 | -7
CCN(C(=O)c1cc2cc3ccc(OC)cc3nc2s1)c1cccc(C(F)(F)F)c1 | -2
CC12c3ccccc3C(c3ccccc31)C1C(=O)N(c3cccc(C(=O)O)c3)C(=O)C12 (stereo unspecified) | -2
CCc1nnc(NC(=O)c2ccc(S(=O)(=O)N(CC)Cc3ccccc3)cc2)o1 | -10
COc1ccc(Cl)cc1NC(=O)c1n[nH]c(=O)c2ccccc12 | -1
CCSc1nnc2c(n1)OC(c1cccc(OC)c1)N(C(=O)CC)c1ccccc1-2 (stereo unspecified) | -1
CC(c1ccccc1)C1C(C#N)=C(N)OC2=C1C(=O)CC(C)(C)C2 (stereo unspecified) | -5
CCOc1cc(C2Nc3cccc4cccc(c34)N2)ccc1O | -41
COc1ccc(OC)c(NC(=O)CSc2nc3cccnc3n2C)c1 | 1
CC(C)(C)c1cc(C(=O)CNC2=NCCC2)cc(C(C)(C)C)c1O | -11
CCCCC(=O)Nc1cccc(-c2cn3ccsc3n2)c1 | -2
CCSc1nnc2c(n1)OC(C)N(C(C)=O)c1ccccc1-2 (stereo unspecified) | -1
Cn1c(=O)n(C)c2cc(/C=N/n3cnnc3)ccc21 | 5
CCN(CC)c1ccc(NC(=O)c2c(-c3ccccc3)noc2C)cc1 | -120
Cc1ccc(-n2c(SCC(=O)NCc3ccco3)nnc2-c2cccnc2)c(C)c1 | 2
O=C(CSc1ncnc2sc3c(c12)CCCC3)c1ccccc1 | 0
COc1ccc2c(c1)C(C)CC(C)(C)N2C(=O)CSc1nc2ccccc2s1 (stereo unspecified) | 18
Cc1nc(CC(=O)N2CCN(S(=O)(=O)c3ccccc3C#N)CC2)cs1 | -5
O=[N+]([O-])c1cc(S(=O)(=O)C(Cl)(Cl)Br)ccc1NC1CCCCC1 | -8

As entered above:
Under 14-3-3 PPI, `CCN(C(=O)c1cc2cc3ccc(OC)cc3nc2s1)c1cccc(C(F)(F)F)c1` shows -2
Under 14-3-3 PPI, `Cc1nc(CC(=O)N2CCN(S(=O)(=O)c3ccccc3C#N)CC2)cs1` shows -5
Under 14-3-3 PPI, `CC12c3ccccc3C(c3ccccc31)C1C(=O)N(c3cccc(C(=O)O)c3)C(=O)C12` (stereo unspecified) shows -2
Under 14-3-3 PPI, `CC(c1ccccc1)C1C(C#N)=C(N)OC2=C1C(=O)CC(C)(C)C2` (stereo unspecified) shows -5
